Screening data: PubChem BioAssay, several laboratories
Mcl1 Noxa PPI: disrupts binding of human Mcl-1 to Noxa peptide | Q07820 | TR-FRET Mcl-1/Noxa peptide binding, 2 h | actives 1.5% (n = 220,000) | AID 1022 | inhibition, % at 21.7 µM;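 active = compounds that cut the protein-peptide binding signal by more than 50% relative to plate controls in a single-dose test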;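 also: His-tagged Mcl-1 with rhodamine Noxa BH3 peptide and terbium anti-His antibody; 0% = Mcl-1 plus Noxa peptide wells and 100% = peptide-only wells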
Target sequence (Q07820 whole entry, looked up): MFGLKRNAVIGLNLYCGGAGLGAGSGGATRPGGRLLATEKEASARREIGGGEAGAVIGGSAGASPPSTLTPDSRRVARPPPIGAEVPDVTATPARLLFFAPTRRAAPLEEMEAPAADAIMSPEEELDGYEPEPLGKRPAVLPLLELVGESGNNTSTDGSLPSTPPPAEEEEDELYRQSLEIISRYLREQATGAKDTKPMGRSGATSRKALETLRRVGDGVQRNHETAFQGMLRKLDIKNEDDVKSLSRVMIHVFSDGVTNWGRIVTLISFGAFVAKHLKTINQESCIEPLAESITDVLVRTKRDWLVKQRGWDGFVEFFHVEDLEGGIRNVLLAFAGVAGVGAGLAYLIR
Rab2 wt GTP: changes GTP binding to wildtype dog Rab2A, up or down; P61105; GST-Rab2 wt beads, Bodipy-GTP binding, flow cytometry; GTP binding activity, % at 10 µM; actives 0.19% (n = 190,000);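 active = GTP binding activity at least 20 points away from 100%, either lowered or raised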;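 also: 0% = beads with excess unlabeled GTP and 100% = no-compound control corrected for plate trend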
Mcl1 Bid PPI: Mcl-1/Bid interaction inhibition; AID 1021; TR-FRET Mcl-1/Bid-Dy647 peptide binding, 1536-well; inhibition, % at 21.7 µM; actives 0.97% (n = 220,000);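 active = compounds that cut the binding signal by more than half at the single screening dose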;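 also: His-tagged Mcl-1 with europium anti-His antibody binding Bid BH3 peptide; 0% = Mcl-1 plus peptide wells and 100% = peptide-only wells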
Bim-Mcl-1: disrupts Bim peptide binding to human Mcl-1; Q07820; Bead-based flow cytometry, Bim peptide-Mcl-1 binding; inhibition, % at 10 µM; actives 0.1% (n = 190,000); AID 1009; in the data active = inhibition above about 40%;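 also: 0% = no compound tracer wells and 100% = peptide blocker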
Rac1 act GTP bind: modulators of GTP binding to human Rac1 activated mutant; P63000; GST-Rac1 activated beads, fluorescent GTP binding, flow cytometry; actives lie on both sides; 100% means binding = to untreated wells; percent activity (GTP binding), % at 10 µM; actives 0.11% (n = 190,000);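 active = GTP binding at least 20 percentage points away from the 100% baseline, in either direction, so actives lie on both sides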
HRas wt GTP bind: human HRas wildtype GTP binding, change in either direction | AID 759 | P01112 | GST-Ras wt beads, Bodipy-FL-GTP binding, flow cytometry; actives lie on both sides | actives 0.14% (n = 190,000) | GTP binding activity, % at 10 µM;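 active = GTP binding activity at least 20% away from the 100% baseline, either lowered as inhibitor or raised as activator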;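 also: 0% = unlabeled GTP competition control and 100% = no-compound control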
Target sequence (P01112 whole entry, looked up): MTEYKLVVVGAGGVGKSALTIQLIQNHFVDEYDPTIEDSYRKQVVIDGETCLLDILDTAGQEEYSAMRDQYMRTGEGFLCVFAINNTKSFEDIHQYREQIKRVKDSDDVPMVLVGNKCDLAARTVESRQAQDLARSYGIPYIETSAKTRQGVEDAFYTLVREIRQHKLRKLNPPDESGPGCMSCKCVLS
Rab7 wt modul: dog Rab7 wildtype GTP binding, inhibitors and activators. GST-Rab7 beads, fluorescent GTP binding, flow cytometry; actives lie on both sides; untreated = 100%, excess cold GTP = 0%. GTP binding activity (percent of control), % at 10 µM. actives 0.055% (n = 190,000). AID 758;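 active = fluorescent GTP binding to Rab7 beads changed by at least 20 points from the 100% baseline, either direction, mostly lower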;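 also: median green fluorescence of bound Bodipy-FL-GTP per Rab7 bead population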
Pf gamet viab: kills late stage P. falciparum gametocytes | P. falciparum stage V gametocytes, ATP luminescence, 24 h | inhibition, % at 10.9 µM | actives 0.065% (n = 150,000) | AID 743093;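 active = inhibition above the mean plus 3 SD of compounds within the control limits, set per campaign, cut at about 38% in these data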;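 also: 0% = DMSO wells and 100% = medium only without gametocytes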
Avidin fluor: avidin bead compound fluorescence profile. Avidin beads, compound fluorescence 488/530 nm, flow cytometry; hits give high values. fluorescence (KMESF) at 10 µM. actives 0.38% (n = 220,000); in the data active = fluorescence above about 47; also: inactives centre near 10
Rac1 wt GTP bind: human Rac1 wildtype GTP binding, inhibitors and activators; P63000; GST-Rac1 beads, fluorescent GTP binding, flow cytometry; actives lie on both sides; 0 = cold GTP competed, 100 = untreated; GTP binding activity (% of control), % at 10 µM; actives 0.27% (n = 190,000);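 active = GTP binding activity at least 20 points away from the 100% control level, either lower or higher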
Cdc42 wt GTP: human Cdc42 wildtype GTP binding change, either direction | P60953 | GST-Cdc42 beads, Bodipy-GTP binding, flow cytometry; actives lie on both sides | percent activity (GTP binding), % at 10 µM | actives 0.2% (n = 190,000) | AID 761;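 active = percent activity GTP binding at least 20 points away from the 100% baseline, either down as inhibitor or up as activator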;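 also: median bead fluorescence of bound Bodipy-FL-GTP at 100 nM; 0% = excess unlabeled GTP control and 100% = no compound control; below 100% means less GTP binding so inhibitor and above means activator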
Target sequence (P60953 whole entry, looked up): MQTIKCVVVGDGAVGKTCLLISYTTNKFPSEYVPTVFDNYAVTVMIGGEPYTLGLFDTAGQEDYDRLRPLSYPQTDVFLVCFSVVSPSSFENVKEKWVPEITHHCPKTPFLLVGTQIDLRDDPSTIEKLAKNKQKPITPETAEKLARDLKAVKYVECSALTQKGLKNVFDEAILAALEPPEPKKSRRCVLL
Numbers without * were called inactive. Rows are unselected, and some 2.7% of all compounds hit somewhere here.

`CCOc1cccc(OCCCOc2ccccc2)c1` gave Mcl1 Noxa PPI -3, Rab2 wt GTP 100, Mcl1 Bid PPI -22, Bim-Mcl-1 -3, Rac1 act GTP bind 95, HRas wt GTP bind 100, Rab7 wt modul 105, Pf gamet viab -2, Avidin fluor 21, Rac1 wt GTP bind 103 and Cdc42 wt GTP 100.
Screening CCn1c(O)c(C=Nc2ccccc2)oc1=S returned Mcl1 Noxa PPI 29, Rab2 wt GTP 96, Mcl1 Bid PPI -7, Bim-Mcl-1 0, Rac1 act GTP bind 98, HRas wt GTP bind 98, Rab7 wt modul 97, Pf gamet viab -6, Avidin fluor 4, Rac1 wt GTP bind 101 and Cdc42 wt GTP 99.
For CCN1CCN(c2cc(C)c3cc(NC(=S)N4CCN(c5ccccc5)CC4)ccc3n2)CC1 the results were Mcl1 Noxa PPI 21, Rab2 wt GTP 100, Mcl1 Bid PPI -33, Bim-Mcl-1 -2, Rac1 act GTP bind 97, HRas wt GTP bind 100, Rab7 wt modul 97, Pf gamet viab -18, Avidin fluor 9, Rac1 wt GTP bind 100 and Cdc42 wt GTP 102.
COc1ccc(/C=N/c2oc(C)c(C)c2C#N)c(OC)c1 was read as Mcl1 Noxa PPI -5, Rab2 wt GTP 94, Mcl1 Bid PPI -12, Bim-Mcl-1 0, Rac1 act GTP bind 95, HRas wt GTP bind 95, Rab7 wt modul 94, Avidin fluor 8, Rac1 wt GTP bind 100 and Cdc42 wt GTP 97.
Screening CCOC(=O)C1=C(C)N(CC(C)C)C(=O)C1 returned Mcl1 Noxa PPI -6, Rab2 wt GTP 97, Mcl1 Bid PPI -35, Bim-Mcl-1 2, Rac1 act GTP bind 95, HRas wt GTP bind 97, Rab7 wt modul 98, Pf gamet viab 5, Avidin fluor 11, Rac1 wt GTP bind 100 and Cdc42 wt GTP 96.
For CC(C)(C)OC(=O)N1CC=C2C(C#N)=C(N)C(C#N)(C#N)C(c3cccs3)C2C1 (configuration not stated) the results were Mcl1 Noxa PPI 3, Rab2 wt GTP 97, Mcl1 Bid PPI -5, Bim-Mcl-1 -3, Rac1 act GTP bind 95, HRas wt GTP bind 97, Rab7 wt modul 99, Avidin fluor 4, Rac1 wt GTP bind 96 and Cdc42 wt GTP 98.
Screening CCN(Cc1cc(=O)n2ccsc2n1)c1cccc2ccccc12 returned Mcl1 Noxa PPI 21, Rab2 wt GTP 97, Mcl1 Bid PPI -14, Bim-Mcl-1 -5, Rac1 act GTP bind 98, HRas wt GTP bind 98, Rab7 wt modul 98, Pf gamet viab -32, Avidin fluor 10, Rac1 wt GTP bind 100 and Cdc42 wt GTP 100.
`Cc1ccc(NC(=O)C2(N(CC(C)C)C(=O)Cn3nnnc3N)CCCCC2)cc1` gave Mcl1 Noxa PPI -4, Rab2 wt GTP 96, Mcl1 Bid PPI -34, Bim-Mcl-1 0, Rac1 act GTP bind 91, HRas wt GTP bind 95, Rab7 wt modul 95, Avidin fluor 8, Rac1 wt GTP bind 95 and Cdc42 wt GTP 95.
Screening CCc1ccc(-n2c(SCC(=O)Nc3cccc(S(=O)(=O)NC4=NCCCCC4)c3)nc3ccccc3c2=O)cc1 returned Mcl1 Noxa PPI -53, Rab2 wt GTP 94, Mcl1 Bid PPI -49, Bim-Mcl-1 -2, Rac1 act GTP bind 92, HRas wt GTP bind 97, Rab7 wt modul 97, Pf gamet viab 9, Avidin fluor 7, Rac1 wt GTP bind 100 and Cdc42 wt GTP 97.
Screening O=C(NCc1ccccn1)C1CC(c2ccc(F)cc2)=NO1 (configuration not stated) returned Mcl1 Noxa PPI -2, Rab2 wt GTP 100, Mcl1 Bid PPI -13, Bim-Mcl-1 -5, Rac1 act GTP bind 99, HRas wt GTP bind 100, Rab7 wt modul 101, Avidin fluor 29, Rac1 wt GTP bind 106 and Cdc42 wt GTP 101.
Cc1ccc(C)c(-c2nn(-c3cc(N4CCN(CCO)CC4)ccc3[N+](=O)[O-])c(=O)c3ccccc23)c1 was read as Mcl1 Noxa PPI 23, Rab2 wt GTP 103, Mcl1 Bid PPI 6, Bim-Mcl-1 0, Rac1 act GTP bind 99, HRas wt GTP bind 102, Rab7 wt modul 105, Avidin fluor 9, Rac1 wt GTP bind 110 and Cdc42 wt GTP 108.
Screening O=C(c1ccco1)N1CCN(Cc2cn[nH]c2-c2ccc(F)cc2F)CC1 returned Mcl1 Noxa PPI -1, Rab2 wt GTP 96, Mcl1 Bid PPI -17, Bim-Mcl-1 0, Rac1 act GTP bind 95, HRas wt GTP bind 96, Rab7 wt modul 97, Pf gamet viab 0, Avidin fluor 13, Rac1 wt GTP bind 95 and Cdc42 wt GTP 96.
CSc1cccc(NC(=O)C2CCN(S(C)(=O)=O)CC2)c1 was read as Mcl1 Noxa PPI 5, Rab2 wt GTP 98, Mcl1 Bid PPI -22, Bim-Mcl-1 -2, Rac1 act GTP bind 100, HRas wt GTP bind 102, Rab7 wt modul 102, Avidin fluor 24, Rac1 wt GTP bind 106 and Cdc42 wt GTP 105.
`CCOc1ccccc1C(=O)NC(C)c1ccc2c(c1)OCO2` (configuration not stated) gave Mcl1 Noxa PPI -13, Rab2 wt GTP 101, Mcl1 Bid PPI 0, Bim-Mcl-1 -3, Rac1 act GTP bind 99, HRas wt GTP bind 103, Rab7 wt modul 103, Avidin fluor 20, Rac1 wt GTP bind 101 and Cdc42 wt GTP 103.
Cc1c(Cc2ccccc2)c(=O)oc2c(C)c(OCC(=O)Nc3ccc(C#N)cc3)ccc12 was read as Mcl1 Noxa PPI -75, Rab2 wt GTP 100, Mcl1 Bid PPI -1, Bim-Mcl-1 -6, Rac1 act GTP bind 97, HRas wt GTP bind 99, Rab7 wt modul 100, Pf gamet viab -6, Avidin fluor 11, Rac1 wt GTP bind 100 and Cdc42 wt GTP 97.
`COC(=O)CC1C(=O)NCCN1C(=S)NC(=O)c1ccccc1[N+](=O)[O-]` (configuration not stated) gave Mcl1 Noxa PPI 10, Rab2 wt GTP 100, Mcl1 Bid PPI -57, Bim-Mcl-1 -7, Rac1 act GTP bind 99, HRas wt GTP bind 101, Rab7 wt modul 101, Pf gamet viab 1, Avidin fluor 24, Rac1 wt GTP bind 105 and Cdc42 wt GTP 102.
For COC(=O)c1cn(NC(=O)CCC2CCCC2)c(=O)c2ccccc12 the results were Mcl1 Noxa PPI -1, Rab2 wt GTP 101, Mcl1 Bid PPI -12, Bim-Mcl-1 0, Rac1 act GTP bind 94, HRas wt GTP bind 102, Rab7 wt modul 102, Pf gamet viab 27, Avidin fluor 13, Rac1 wt GTP bind 102 and Cdc42 wt GTP 103.
`CC1(C)Cc2nc3oc4c(=O)n(CC(=O)Nc5ccccc5)cnc4c3cc2CO1` gave Mcl1 Noxa PPI 12, Rab2 wt GTP 98, Mcl1 Bid PPI -6, Bim-Mcl-1 -5, Rac1 act GTP bind 100, HRas wt GTP bind 100, Rab7 wt modul 101, Pf gamet viab -6, Avidin fluor 8, Rac1 wt GTP bind 101 and Cdc42 wt GTP 103.
`COc1ccc(CCNC(=O)Cn2cc(C(F)(F)F)cc(Cl)c2=O)cc1OC` gave Mcl1 Noxa PPI -4, Rab2 wt GTP 99, Mcl1 Bid PPI -23, Bim-Mcl-1 -2, Rac1 act GTP bind 100, HRas wt GTP bind 100, Rab7 wt modul 100, Pf gamet viab 11, Avidin fluor 13, Rac1 wt GTP bind 102 and Cdc42 wt GTP 101.
For COc1cc(C(=O)NCc2nnc(SCC(=O)Nc3cccc(C)c3)o2)cc(OC)c1OC the results were Mcl1 Noxa PPI 31, Rab2 wt GTP 100, Mcl1 Bid PPI -4, Bim-Mcl-1 0, Rac1 act GTP bind 101, HRas wt GTP bind 102, Rab7 wt modul 99, Avidin fluor 11, Rac1 wt GTP bind 106 and Cdc42 wt GTP 105.
`O=C(NN1C(=O)c2ccccc2NC1c1ccco1)c1ccc([N+](=O)[O-])cc1` (configuration not stated) gave Mcl1 Noxa PPI -6, Rab2 wt GTP 95, Mcl1 Bid PPI -4, Bim-Mcl-1 -23, Rac1 act GTP bind 95, HRas wt GTP bind 95, Rab7 wt modul 93, Avidin fluor 28, Rac1 wt GTP bind 95 and Cdc42 wt GTP 93.
Screening CC(C)N(C(=O)COC(=O)c1cncc(Br)c1)C(C)C returned Mcl1 Noxa PPI 14, Rab2 wt GTP 93, Mcl1 Bid PPI -7, Bim-Mcl-1 -1, Rac1 act GTP bind 88, HRas wt GTP bind 91, Rab7 wt modul 99, Pf gamet viab 7, Avidin fluor 8, Rac1 wt GTP bind 87 and Cdc42 wt GTP 86.
`COc1cccc(/C=N/n2nnnc2N)c1OCc1ccccc1Cl` gave Mcl1 Noxa PPI 10, Rab2 wt GTP 99, Mcl1 Bid PPI -2, Bim-Mcl-1 -4, Rac1 act GTP bind 96, HRas wt GTP bind 100, Rab7 wt modul 99, Pf gamet viab -10, Avidin fluor 5, Rac1 wt GTP bind 103 and Cdc42 wt GTP 100.
`CCOC(=O)C1=C(C)OC(N)=C(C#N)C1c1cncc(-c2ccc(F)cc2)c1` (configuration not stated) gave Mcl1 Noxa PPI 16, Rab2 wt GTP 98, Mcl1 Bid PPI -14, Bim-Mcl-1 -10, Rac1 act GTP bind 98, HRas wt GTP bind 102, Rab7 wt modul 99, Avidin fluor 29, Rac1 wt GTP bind 102 and Cdc42 wt GTP 98.
Screening COc1ccc(C(=O)NNC(=O)Cn2nnc(-c3ccc(OC)c(OC)c3)n2)cc1 returned Mcl1 Noxa PPI 15, Rab2 wt GTP 99, Mcl1 Bid PPI -28, Bim-Mcl-1 -6, Rac1 act GTP bind 97, HRas wt GTP bind 101, Rab7 wt modul 103, Pf gamet viab 15, Avidin fluor 16, Rac1 wt GTP bind 103 and Cdc42 wt GTP 95.

Filtered by structure, those above with two or more sulfur atoms
Screening CCc1ccc(-n2c(SCC(=O)Nc3cccc(S(=O)(=O)NC4=NCCCCC4)c3)nc3ccccc3c2=O)cc1 returned Mcl1 Noxa PPI -53, Rab2 wt GTP 94, Mcl1 Bid PPI -49, Bim-Mcl-1 -2, Rac1 act GTP bind 92, HRas wt GTP bind 97, Rab7 wt modul 97, Pf gamet viab 9, Avidin fluor 7, Rac1 wt GTP bind 100 and Cdc42 wt GTP 97.
CSc1cccc(NC(=O)C2CCN(S(C)(=O)=O)CC2)c1 was read as Mcl1 Noxa PPI 5, Rab2 wt GTP 98, Mcl1 Bid PPI -22, Bim-Mcl-1 -2, Rac1 act GTP bind 100, HRas wt GTP bind 102, Rab7 wt modul 102, Avidin fluor 24, Rac1 wt GTP bind 106 and Cdc42 wt GTP 105.
